Screening data as filed in PubChem.
Growth percent in the NCI-60 one-dose screen (48 h, 10 µM unless noted): 100 = growth as untreated, 0 = no growth, -100 = all killed.
T-47D: T-47D breast cancer. AID 1794792. hit rate 5% among 79,000
MDA-MB-231: MDA-MB-231 breast cancer. hit rate 5% among 81,000
BT-549: BT-549 breast cancer. hit rate 4.4% among 78,000
MCF7: MCF7 breast cancer; hit rate 6.3% among 82,000; AID 1794796
MOLT-4: MOLT-4 leukemia cells | hit rate 6.9% among 80,000
K-562: K-562 leukemia; AID 1794777; hit rate 7.4% among 78,000
SR: SR leukemia cells; hit rate 8.7% among 73,000
MDA-MB-468: MDA-MB-468 breast cancer | hit rate 8.5% among 78,000 | AID 2202374
The depositor's hits bear a star. The calls were made as follows: active = growth percent below 10; inactive = the rest.

C=C1C(=O)O[C@H]2[C@H]1CC/C(COC(=O)NCCc1ccc(OC)cc1)=C\CC[C@@]1(C)O[C@@H]21 was read as T-47D -5.4*, MDA-MB-231 1.6*, BT-549 8.9*, MCF7 2.8*, MOLT-4 2.8*, K-562 2.3*, SR -4.0* and MDA-MB-468 -2.6*.
For COc1ccc(O)c(C(=O)CC(=O)c2cccnc2)c1 the results were T-47D 96.7, MDA-MB-231 102.7, BT-549 105.0, MCF7 101.4, MOLT-4 104.7, K-562 99.2, SR 101.3 and MDA-MB-468 108.1.
`COC(=O)[C@H](Cc1ccc(O)cc1)n1cc(COC(=O)c2cccc3c(=O)c4ccccc4[nH]c23)nn1` gave T-47D 79.9, MDA-MB-231 89.2, BT-549 100.2, MCF7 79.7, MOLT-4 73.6, K-562 68.7, SR 63.1 and MDA-MB-468 65.7.
For CCN(CC)CCCc1ccccn1 the results were T-47D 90.6, MDA-MB-231 98.4, BT-549 91.6, MCF7 93.2, MOLT-4 91.1, K-562 90.0, SR 100.0 and MDA-MB-468 104.9.
COc1cc2cc(Oc3ccc(NC(=O)c4cccc5c4OCCO5)cc3)c(C)nc2cc1OC was read as T-47D 100.6, MDA-MB-231 57.7, BT-549 12.1, MCF7 66.0, MOLT-4 17.5, K-562 34.7, SR 41.1 and MDA-MB-468 24.4.
For O=c1ccn(C2CCCCC2)c(=O)[nH]1 the results were T-47D 109.9, MDA-MB-231 111.1, MCF7 101.1, MOLT-4 92.9, K-562 88.3, SR 101.9 and MDA-MB-468 103.3.
For COc1cc2cc(C)c(Br)c(OC)c2cc1OC the results were T-47D 83.6, MDA-MB-231 83.9, BT-549 108.4, MCF7 104.6, MOLT-4 79.9, K-562 95.2, SR 78.3 and MDA-MB-468 112.3.
CC(C)[C@H]1COC(=O)N1[C@@H]1C(=O)N([C@@H](CCC(=O)N2CCN(C3CCCC3)CC2)C(=O)N[C@@H]2CCCc3ccccc32)[C@@H]1/C=C/c1cccc(Cl)c1 was read as T-47D 61.4, MDA-MB-231 44.7, MCF7 34.7, MOLT-4 24.1, K-562 45.5, SR 19.2 and MDA-MB-468 -11.4*.
COc1ccc2oc(=O)cc(C3C(C#N)=C(N)Oc4cc5ccccc5cc43)c2c1 (stereo not drawn) was read as T-47D 101.1, MDA-MB-231 102.8, BT-549 111.7, MCF7 98.0, MOLT-4 90.2, SR 91.9 and MDA-MB-468 102.8.
For COc1ccc(-c2nocc2-c2cccs2)cc1 the results were T-47D 75.7, MDA-MB-231 92.8, BT-549 104.8, MCF7 97.3, MOLT-4 108.2, SR 128.2 and MDA-MB-468 97.0.

9 structures out of the list, ordered by length of the SMILES, largest number first.
CC(C)[C@H]1COC(=O)N1[C@@H]1C(=O)N([C@@H](CCC(=O)N2CCN(C3CCCC3)CC2)C(=O)N[C@@H]2CCCc3ccccc32)[C@@H]1/C=C/c1cccc(Cl)c1 was read as T-47D 61.4, MDA-MB-231 44.7, MCF7 34.7, MOLT-4 24.1, K-562 45.5, SR 19.2 and MDA-MB-468 -11.4*.
C=C1C(=O)O[C@H]2[C@H]1CC/C(COC(=O)NCCc1ccc(OC)cc1)=C\CC[C@@]1(C)O[C@@H]21 was read as T-47D -5.4*, MDA-MB-231 1.6*, BT-549 8.9*, MCF7 2.8*, MOLT-4 2.8*, K-562 2.3*, SR -4.0* and MDA-MB-468 -2.6*.
`COC(=O)[C@H](Cc1ccc(O)cc1)n1cc(COC(=O)c2cccc3c(=O)c4ccccc4[nH]c23)nn1` gave T-47D 79.9, MDA-MB-231 89.2, BT-549 100.2, MCF7 79.7, MOLT-4 73.6, K-562 68.7, SR 63.1 and MDA-MB-468 65.7.
COc1ccc2oc(=O)cc(C3C(C#N)=C(N)Oc4cc5ccccc5cc43)c2c1 (stereo not drawn) was read as T-47D 101.1, MDA-MB-231 102.8, BT-549 111.7, MCF7 98.0, MOLT-4 90.2, SR 91.9 and MDA-MB-468 102.8.
For COc1ccc(O)c(C(=O)CC(=O)c2cccnc2)c1 the results were T-47D 96.7, MDA-MB-231 102.7, BT-549 105.0, MCF7 101.4, MOLT-4 104.7, K-562 99.2, SR 101.3 and MDA-MB-468 108.1.
For COc1cc2cc(C)c(Br)c(OC)c2cc1OC the results were T-47D 83.6, MDA-MB-231 83.9, BT-549 108.4, MCF7 104.6, MOLT-4 79.9, K-562 95.2, SR 78.3 and MDA-MB-468 112.3.
For COc1ccc(-c2nocc2-c2cccs2)cc1 the results were T-47D 75.7, MDA-MB-231 92.8, BT-549 104.8, MCF7 97.3, MOLT-4 108.2, SR 128.2 and MDA-MB-468 97.0.
For O=c1ccn(C2CCCCC2)c(=O)[nH]1 the results were T-47D 109.9, MDA-MB-231 111.1, MCF7 101.1, MOLT-4 92.9, K-562 88.3, SR 101.9 and MDA-MB-468 103.3.
For CCN(CC)CCCc1ccccn1 the results were T-47D 90.6, MDA-MB-231 98.4, BT-549 91.6, MCF7 93.2, MOLT-4 91.1, K-562 90.0, SR 100.0 and MDA-MB-468 104.9.

More structures follow:
CC1(C)CC[C@]2(CO)CC[C@]3(C)C([C@H](O)C[C@@H]4[C@@]5(C)CC[C@H](O)C(C)(C)[C@@H]5CC[C@]43C)[C@@H]2C1 (stereo partly drawn) was read as T-47D 93.0, MDA-MB-231 102.7, BT-549 117.2, MCF7 87.4, MOLT-4 99.5, K-562 91.5, SR 94.3 and MDA-MB-468 99.7.
For Clc1ccc2c(-c3c4ccccc4cc4[nH]c5cc(Cl)ccc5c34)c[nH]c2c1 the results were T-47D 76.1, MDA-MB-231 71.4, BT-549 99.3, MCF7 76.6, MOLT-4 84.8, SR 93.2 and MDA-MB-468 105.6.
For Nc1nc(Cl)cc(=O)[nH]1 the results were T-47D 98.4, MDA-MB-231 103.5, BT-549 118.5, MCF7 112.5, MOLT-4 124.1, K-562 113.6, SR 124.3 and MDA-MB-468 118.4.
`CCCCC1COc2cccc3c(SCC(=O)N(C)c4ccccc4)cc[n+]1c23` (stereo not drawn) gave T-47D 108.5, MDA-MB-231 110.1, BT-549 132.6, MCF7 98.6, MOLT-4 113.7, K-562 101.4, SR 103.4 and MDA-MB-468 108.3.
O=C(CSc1nnc(-c2ccc(Cl)cc2)n1-c1ccccc1)Nc1ccc(C(=O)O)cc1 was read as T-47D 102.4, MDA-MB-231 113.0, BT-549 108.0, MCF7 86.7, MOLT-4 102.3, K-562 101.8, SR 103.6 and MDA-MB-468 105.7.
`COC(=O)C1CCCCCCC1=O` (stereo not drawn) gave T-47D 91.3, MDA-MB-231 106.0, BT-549 102.8, MCF7 93.6, MOLT-4 100.2, K-562 99.3, SR 115.0 and MDA-MB-468 93.6.
For COc1ccc2cc(C(C)C(=O)Nc3ccc(S(=O)(=O)NC(C)=O)cc3)ccc2c1 (stereo not drawn) the results were T-47D 97.2, MDA-MB-231 108.9, MCF7 98.7, MOLT-4 100.5, K-562 91.6, SR 98.8 and MDA-MB-468 106.4.
For CCNCCC(=O)N1[C@@H](c2ccc(Cl)cc2)c2[nH]c3ccccc3c2C[C@@H]1OC(C)=O the results were T-47D 75.4, MDA-MB-231 39.8, BT-549 96.3, MCF7 79.2, MOLT-4 83.9, K-562 78.4, SR 81.8 and MDA-MB-468 90.5.
CC(N)C12CC3CC(CC(C3)C1)C2 (stereo not drawn) was read as T-47D 98.7, MDA-MB-231 109.0, BT-549 104.3, MCF7 104.8, MOLT-4 100.0, K-562 99.3, SR 97.7 and MDA-MB-468 98.5.
Screening Oc1ccccc1-c1nnc(Nc2ccc(C(F)(F)F)cc2)o1 returned T-47D 84.7, MDA-MB-231 76.7, BT-549 89.0, MCF7 77.9, MOLT-4 69.7, K-562 77.0, SR 101.8 and MDA-MB-468 105.6.
`O=C(c1ccccc1)c1ccccc1C(=O)c1ccccc1` gave T-47D 95.8, MDA-MB-231 112.8, BT-549 109.1, MCF7 84.0, MOLT-4 90.1, K-562 90.6, SR 89.5 and MDA-MB-468 118.2.
`COc1ccc(/C=N/NC(=O)Cc2nc3ncccc3[nH]c2=O)cc1` gave T-47D 83.6, MDA-MB-231 101.9, BT-549 100.6, MOLT-4 93.9, K-562 90.1, SR 100.5 and MDA-MB-468 95.3.
O=C1CC[C@H](c2ccc(O)c3c2C(=O)[C@@H]2O[C@@H]2C3=O)c2cccc(O)c21 was read as T-47D -26.1*, MDA-MB-231 43.5, BT-549 86.8, MCF7 -31.5*, MOLT-4 45.1, K-562 1.0*, SR 2.0* and MDA-MB-468 -64.8*.
O=C(CCCC1CCCCC1)OC1CCCC1 was read as T-47D 104.6, MDA-MB-231 106.7, BT-549 106.7, MCF7 97.4, MOLT-4 98.2, K-562 106.0, SR 94.0 and MDA-MB-468 99.7.
For C=CC(=O)Nc1cccc(Oc2nccc(Nc3ccc(S(=O)(=O)Nc4ccccn4)cc3)n2)c1 the results were T-47D 86.8, MDA-MB-231 100.0, BT-549 90.2, MCF7 93.3, MOLT-4 84.8, K-562 94.9, SR 73.9 and MDA-MB-468 111.0.
For NS(=O)(=O)c1ccc(CCN2C(=O)c3ccccc3C2=O)cc1 the results were T-47D 103.3, MDA-MB-231 108.1, BT-549 110.5, MCF7 98.1, MOLT-4 97.4, SR 90.1 and MDA-MB-468 110.3.
`Cc1ccc2[nH]c(=O)cc(NNC(=S)Nc3ccccc3)c2c1` gave T-47D 87.9, MDA-MB-231 96.0, BT-549 94.3, MCF7 91.6, MOLT-4 96.7, K-562 98.4, SR 95.2 and MDA-MB-468 98.0.
Cc1cc(C)cc(NC(=O)Nc2ccc3oc(=O)ccc3c2)c1 was read as T-47D 88.5, MDA-MB-231 106.0, BT-549 106.7, MCF7 87.6, MOLT-4 92.9, K-562 99.6, SR 91.1 and MDA-MB-468 101.4.
Screening Cc1c(Cn2cc(COc3ccc(Br)cc3)nn2)c(C)c(Cn2cc(COc3ccc(Br)cc3)nn2)c(C)c1Cn1cc(COc2ccc(Br)cc2)nn1 returned T-47D 70.2, MDA-MB-231 89.7, BT-549 97.1, MCF7 90.0, MOLT-4 102.8, K-562 102.9, SR 63.2 and MDA-MB-468 108.8.
Cn1c(=O)c2[nH]c([N+](=O)[O-])nc2n(C)c1=O was read as T-47D 102.0, MDA-MB-231 104.8, BT-549 94.0, MCF7 88.1, MOLT-4 113.6, K-562 116.5, SR 101.9 and MDA-MB-468 98.3.
For COc1ccc2c(O)c(/C=C3\N=Nc4ncccc43)oc2c1C[C@H]1CCNC[C@H]1F the results were T-47D 41.5, MDA-MB-231 -7.0*, BT-549 -54.6*, MCF7 2.6*, MOLT-4 -34.3*, K-562 1.7*, SR -40.2* and MDA-MB-468 -39.0*.
For COc1ccc(-n2cc(-c3ccc(OC)c(OC)c3)nc2SCc2cccc(C#N)c2)cc1 the results were T-47D 85.7, MDA-MB-231 65.0, BT-549 92.4, MCF7 76.7, MOLT-4 75.3, K-562 94.4 and SR 76.0.
`Cn1ccc2cc(NC(=O)Cn3cc(-c4ccccc4)nn3)ccc21` gave T-47D 100.2, MDA-MB-231 98.8, BT-549 105.3, MCF7 102.7, MOLT-4 107.3, K-562 108.5, SR 124.3 and MDA-MB-468 104.5.
Screening CCOc1cc(C(=O)O)ccc1O returned T-47D 100.4, MDA-MB-231 87.9, BT-549 121.6, MCF7 109.4, MOLT-4 107.8, K-562 108.9, SR 104.3 and MDA-MB-468 101.1.
`COc1ccc(-c2cc(/C=C3\C(=O)Nc4ccc(Cl)cc43)[nH]n2)cc1` gave T-47D 47.4, MDA-MB-231 73.9, BT-549 55.4, MCF7 17.0, MOLT-4 25.1, K-562 24.0, SR 10.6 and MDA-MB-468 41.7.
For CC(C)CCC[C@@H](C)[C@H]1CC[C@H]2[C@@H]3CC=C4c5sc(Nc6cc(C(F)(F)F)cc(C(F)(F)F)c6)nc5CC[C@]4(C)[C@H]3CC[C@]12C the results were T-47D 95.7, MDA-MB-231 108.4, BT-549 98.9, MCF7 106.7, MOLT-4 102.6, K-562 100.7, SR 106.0 and MDA-MB-468 105.0.
For CC(C)=C/C(C)=C(/C#N)C(=O)OC(C)C the results were MDA-MB-231 116.8, BT-549 110.5, MCF7 102.0, MOLT-4 77.0, K-562 119.0, SR 93.0 and MDA-MB-468 105.4.
Screening COC(=O)C1(C)CCC[C@]2(C)[C@H]3C[C@H]4C(C(C)C)=C[C@]3(CC[C@@H]12)[C@H]1[C@@H]4[C@@H](OC(=O)c2ccco2)CC[C@@H]1O (stereo partly drawn) returned T-47D 81.5, MDA-MB-231 90.3, BT-549 137.8, MCF7 81.9, MOLT-4 104.2, K-562 88.3, SR 94.6 and MDA-MB-468 103.7.
COc1cc(C=O)ccc1OC(=O)c1cc(-c2ccccc2)n(-c2ccc(S(C)(=O)=O)cc2)n1 was read as T-47D 90.8, MDA-MB-231 96.9, BT-549 110.1, MCF7 99.0, MOLT-4 109.0, K-562 100.6, SR 95.6 and MDA-MB-468 122.5.
`CS/C(C#N)=C(\C#N)SC` gave T-47D 90.4, MDA-MB-231 101.7, BT-549 104.6, MCF7 95.8, MOLT-4 97.6, K-562 95.5, SR 96.7 and MDA-MB-468 109.9.
COc1ccccc1N1CCCSC1=Nc1ccccc1 was read as T-47D 107.1, MDA-MB-231 101.1, MCF7 98.6, MOLT-4 62.1 and K-562 78.4.
Cc1ccc(CSc2ncnc3nc[nH]c23)cc1 was read as T-47D 93.3, MDA-MB-231 111.9, BT-549 99.4, MCF7 99.8, MOLT-4 105.7, K-562 112.4 and MDA-MB-468 105.3.
Screening CC(=O)Nc1ccc([I+]c2ccc([N+](=O)[O-])cc2)cc1 returned T-47D 68.1, MDA-MB-231 112.5, MCF7 94.8, MOLT-4 86.9, K-562 69.3, SR 87.7 and MDA-MB-468 41.7.
